Source: PubChem BioAssay (University of Kansas High Throughput Screening Laboratory)
Pf apPOL block = Pf-apPOL DNA polymerase inhibition. Recombinant Pf-apPOL, molecular beacon fluorescence, 1.5 h. inhibition, % at 10 µM. 210,000 compounds, 0.25% hits
mHTT CaM bind = inhibitors of human mutant huntingtin-calmodulin interaction | AlphaScreen His-mHTT/GST-CaM binding, luminescence | inhibition, % at 15 µM | 190,000 compounds, 3.6% hits;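 further: 0% = both proteins with DMSO and 100% = one protein alone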
Target sequence (P42858 whole entry, looked up, stated change not applied): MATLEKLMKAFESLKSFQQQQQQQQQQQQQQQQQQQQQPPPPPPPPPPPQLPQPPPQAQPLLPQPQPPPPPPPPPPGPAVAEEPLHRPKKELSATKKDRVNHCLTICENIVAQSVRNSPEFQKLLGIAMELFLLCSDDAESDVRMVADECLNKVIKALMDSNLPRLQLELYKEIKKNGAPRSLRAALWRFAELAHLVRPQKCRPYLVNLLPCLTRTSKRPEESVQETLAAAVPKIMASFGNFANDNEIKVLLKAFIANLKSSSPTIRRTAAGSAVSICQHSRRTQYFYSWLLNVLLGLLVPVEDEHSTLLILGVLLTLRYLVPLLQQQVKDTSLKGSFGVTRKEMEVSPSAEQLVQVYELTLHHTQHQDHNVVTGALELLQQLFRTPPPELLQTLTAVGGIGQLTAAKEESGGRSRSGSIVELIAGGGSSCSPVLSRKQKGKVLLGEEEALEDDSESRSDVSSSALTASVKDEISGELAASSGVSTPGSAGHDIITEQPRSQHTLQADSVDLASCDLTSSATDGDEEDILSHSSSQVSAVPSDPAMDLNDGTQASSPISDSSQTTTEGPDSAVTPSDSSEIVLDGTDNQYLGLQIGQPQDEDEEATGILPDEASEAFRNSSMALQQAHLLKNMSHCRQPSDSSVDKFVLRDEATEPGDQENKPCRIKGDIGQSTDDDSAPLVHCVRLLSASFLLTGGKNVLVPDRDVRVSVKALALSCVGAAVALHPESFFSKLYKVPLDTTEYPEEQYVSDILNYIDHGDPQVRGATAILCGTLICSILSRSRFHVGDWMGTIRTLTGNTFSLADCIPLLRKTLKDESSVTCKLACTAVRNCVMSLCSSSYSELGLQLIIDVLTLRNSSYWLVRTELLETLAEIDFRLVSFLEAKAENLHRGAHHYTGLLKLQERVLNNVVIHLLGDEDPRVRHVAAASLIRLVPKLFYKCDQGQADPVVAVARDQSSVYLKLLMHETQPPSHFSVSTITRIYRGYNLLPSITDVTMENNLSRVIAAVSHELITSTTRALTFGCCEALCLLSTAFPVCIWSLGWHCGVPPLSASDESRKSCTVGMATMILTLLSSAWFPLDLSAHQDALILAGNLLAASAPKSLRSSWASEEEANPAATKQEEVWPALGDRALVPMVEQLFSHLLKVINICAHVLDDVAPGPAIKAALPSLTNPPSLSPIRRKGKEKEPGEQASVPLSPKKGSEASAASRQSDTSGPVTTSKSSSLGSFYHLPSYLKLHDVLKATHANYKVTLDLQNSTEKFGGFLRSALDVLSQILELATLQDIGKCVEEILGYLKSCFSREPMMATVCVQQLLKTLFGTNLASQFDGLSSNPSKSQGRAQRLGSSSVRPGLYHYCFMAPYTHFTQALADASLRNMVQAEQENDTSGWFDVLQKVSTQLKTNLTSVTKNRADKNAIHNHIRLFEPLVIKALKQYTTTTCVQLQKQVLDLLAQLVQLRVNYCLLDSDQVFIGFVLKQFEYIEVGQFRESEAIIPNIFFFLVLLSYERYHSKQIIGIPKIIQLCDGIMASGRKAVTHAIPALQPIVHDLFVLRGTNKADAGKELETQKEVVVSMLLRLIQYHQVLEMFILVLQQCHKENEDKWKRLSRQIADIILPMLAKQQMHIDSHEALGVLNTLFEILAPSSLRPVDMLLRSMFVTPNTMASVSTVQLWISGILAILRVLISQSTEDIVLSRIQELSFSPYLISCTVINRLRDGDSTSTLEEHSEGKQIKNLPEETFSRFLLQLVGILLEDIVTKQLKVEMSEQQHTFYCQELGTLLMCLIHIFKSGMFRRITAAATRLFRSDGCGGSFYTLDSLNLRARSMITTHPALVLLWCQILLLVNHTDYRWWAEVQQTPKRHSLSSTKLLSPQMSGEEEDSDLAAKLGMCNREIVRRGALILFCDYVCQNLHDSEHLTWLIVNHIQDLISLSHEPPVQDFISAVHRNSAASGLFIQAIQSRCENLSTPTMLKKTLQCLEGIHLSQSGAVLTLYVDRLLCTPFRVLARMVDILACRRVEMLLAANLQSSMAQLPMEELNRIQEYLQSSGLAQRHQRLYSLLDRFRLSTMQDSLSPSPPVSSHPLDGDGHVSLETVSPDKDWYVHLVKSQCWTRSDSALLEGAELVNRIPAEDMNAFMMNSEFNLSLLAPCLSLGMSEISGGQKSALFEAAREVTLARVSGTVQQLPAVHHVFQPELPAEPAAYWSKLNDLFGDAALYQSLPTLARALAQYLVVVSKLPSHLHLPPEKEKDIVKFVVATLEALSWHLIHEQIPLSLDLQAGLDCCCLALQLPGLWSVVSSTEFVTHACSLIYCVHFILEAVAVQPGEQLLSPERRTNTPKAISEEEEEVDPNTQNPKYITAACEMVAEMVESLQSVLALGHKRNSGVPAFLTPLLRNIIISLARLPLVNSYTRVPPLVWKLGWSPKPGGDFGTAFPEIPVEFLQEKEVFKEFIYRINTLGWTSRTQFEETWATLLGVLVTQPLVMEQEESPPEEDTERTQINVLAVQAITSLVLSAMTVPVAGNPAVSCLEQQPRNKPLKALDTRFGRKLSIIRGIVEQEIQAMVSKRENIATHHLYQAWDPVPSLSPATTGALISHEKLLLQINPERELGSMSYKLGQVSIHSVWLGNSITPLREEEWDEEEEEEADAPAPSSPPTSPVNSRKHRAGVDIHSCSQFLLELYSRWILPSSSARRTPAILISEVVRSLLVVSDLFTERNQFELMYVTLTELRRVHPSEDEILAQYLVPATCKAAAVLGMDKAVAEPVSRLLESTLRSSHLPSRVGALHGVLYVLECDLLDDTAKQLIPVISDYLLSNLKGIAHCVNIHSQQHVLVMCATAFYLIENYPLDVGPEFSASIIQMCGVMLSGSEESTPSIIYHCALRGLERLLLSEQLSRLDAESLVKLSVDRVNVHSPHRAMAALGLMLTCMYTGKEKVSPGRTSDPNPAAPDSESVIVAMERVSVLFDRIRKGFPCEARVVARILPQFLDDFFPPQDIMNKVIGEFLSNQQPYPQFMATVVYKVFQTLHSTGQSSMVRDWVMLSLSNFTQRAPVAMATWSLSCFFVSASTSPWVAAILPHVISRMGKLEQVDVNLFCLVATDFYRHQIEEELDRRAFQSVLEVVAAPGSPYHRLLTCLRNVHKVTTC
Active calls of the source: *; & = joins results of further samples. No stated cut-off is given here; in the data, active means inhibition above about 50%; inactive means the rest.

`O=C(Cn1cc([N+](=O)[O-])cn1)NCC1CCCO1` (stereo not drawn) gave Pf apPOL block 2&-13 and mHTT CaM bind -7&-4.
`Cc1ccc(C)c(NC(=O)CN2C(=O)NC3(CCC(C)CC3)C2=O)c1` (stereo not drawn) gave Pf apPOL block -7 and mHTT CaM bind 3.
For CC1=C(C(=O)Nc2cccnc2)C(c2cccc(F)c2)n2nc(SCc3ccccc3)nc2N1 (stereo not drawn) the results were Pf apPOL block -2 and mHTT CaM bind -2.
For COc1ccc(-n2nc(C(=O)NCC(=O)NC3CCCC(C)C3C)c3ccccc3c2=O)cc1 (stereo not drawn) the results were Pf apPOL block 0 and mHTT CaM bind 21.
For Cc1cccc(N2CCN(C(=O)C(C)Oc3cccc(Cl)c3)CC2)c1C (stereo not drawn) the results were Pf apPOL block -2 and mHTT CaM bind 0.
For COc1cccc(OCCN2CCCC(C)C2)c1 (stereo not drawn) the results were Pf apPOL block -5 and mHTT CaM bind 0.
Screening CCC(=O)NCc1nc2c(n1CC)CN(S(=O)(=O)c1ccccc1F)CC2 returned Pf apPOL block -5 and mHTT CaM bind 3.
Cc1nc(C2CCCN(C(=O)c3ccc(Br)o3)C2)n[nH]1 (stereo not drawn) was read as Pf apPOL block -5 and mHTT CaM bind -6.
Screening Cc1ncc(CO)c2cc(-c3nnc(Nc4ccccc4F)s3)c(=O)oc12 returned Pf apPOL block -4 and mHTT CaM bind -1.
For Cc1ccc(C)c(N(CC(=O)O)S(C)(=O)=O)c1 the results were Pf apPOL block -2 and mHTT CaM bind -3.
COc1ccc(C2C(Oc3ccccc3)C(=O)N2c2ccc(F)cc2)cc1OC (stereo not drawn) was read as Pf apPOL block -3 and mHTT CaM bind -3.
Screening CCCCOc1ccc2c(oc(=O)c3ccccc32)c1C returned Pf apPOL block -1 and mHTT CaM bind -4.

Quoted at random: 2 compounds from above.
For Cc1ccc(C)c(N(CC(=O)O)S(C)(=O)=O)c1 the results were Pf apPOL block -2 and mHTT CaM bind -3.
Cc1nc(C2CCCN(C(=O)c3ccc(Br)o3)C2)n[nH]1 (stereo not drawn) was read as Pf apPOL block -5 and mHTT CaM bind -6.

Going on with the list:
COc1ccc(CN2CCN(C(=O)c3cccs3)CC2)cc1OCc1ccccc1 was read as Pf apPOL block -8 and mHTT CaM bind 18.
For COCOCCn1cc(CN2CCS(=O)(=O)N(Cc3ccc(-c4ccc(Cl)c(Cl)c4)cc3)C(C)C2=O)nn1 (stereo not drawn) the results were Pf apPOL block -6 and mHTT CaM bind 99*.
For CCOc1ccc(/C=C(\C#N)c2nc3ccc(C)cc3[nH]2)cc1 the results were Pf apPOL block 0 and mHTT CaM bind 19.
`COc1ccccc1NC(=O)c1coc(NC(=O)c2cccs2)n1` gave Pf apPOL block -10 and mHTT CaM bind -6.
`Cc1ccc(S(=O)(=O)N=Cc2ccc(F)cc2)cc1` gave Pf apPOL block 0 and mHTT CaM bind 23.
Screening CCOc1ccc2nc(Cl)c(C3CC(c4ccc(C)cc4)=NN3C(=O)CCCC(=O)O)cc2c1 (stereo not drawn) returned Pf apPOL block -1 and mHTT CaM bind 3.
`Cc1c2c(=O)n(C)ncc2c(-c2ccccc2)n1-c1ccc([N+](=O)[O-])cc1` gave Pf apPOL block -9.
For Fc1ccccc1C1CC(c2cccc(Br)c2)Nc2nnnn21 (stereo not drawn) the results were Pf apPOL block 0 and mHTT CaM bind 12.
Screening Cc1nn(C)c2c(N3CCCC(C(=O)NCc4cc(F)cc(F)c4)C3)nccc12 (stereo not drawn) returned Pf apPOL block -11 and mHTT CaM bind -2.
`Nc1ncnc(N2CCCCC2)c1[N+](=O)[O-]` gave mHTT CaM bind -3.
For C=CCOc1ccccc1CN(CC)Cc1ccccc1 the results were Pf apPOL block 0 and mHTT CaM bind -22.
For NC1(COc2ccc(F)cc2)CC1 the results were mHTT CaM bind -8&-2.

The final six records of the part above come first, to join the parts.
`Cc1c2c(=O)n(C)ncc2c(-c2ccccc2)n1-c1ccc([N+](=O)[O-])cc1` gave Pf apPOL block -9.
For Fc1ccccc1C1CC(c2cccc(Br)c2)Nc2nnnn21 (stereo not drawn) the results were Pf apPOL block 0 and mHTT CaM bind 12.
Screening Cc1nn(C)c2c(N3CCCC(C(=O)NCc4cc(F)cc(F)c4)C3)nccc12 (stereo not drawn) returned Pf apPOL block -11 and mHTT CaM bind -2.
`Nc1ncnc(N2CCCCC2)c1[N+](=O)[O-]` gave mHTT CaM bind -3.
For C=CCOc1ccccc1CN(CC)Cc1ccccc1 the results were Pf apPOL block 0 and mHTT CaM bind -22.
For NC1(COc2ccc(F)cc2)CC1 the results were mHTT CaM bind -8&-2.
For O=C1C2C(C(=O)N1c1ccc(Br)cc1[N+](=O)[O-])C1C=CC2C12CC2 (stereo not drawn) the results were Pf apPOL block -4 and mHTT CaM bind 7.
Cc1ccc(Cl)cc1NC(=O)N1CCc2c(c(COCc3cccc(F)c3)nn2C)C1 was read as Pf apPOL block -6 and mHTT CaM bind 19.
For Cc1nn(C)cc1CN(C)C(=O)C1CCCN(c2cnn(Cc3ccccc3)c(=O)c2)C1 (stereo not drawn) the results were Pf apPOL block -4 and mHTT CaM bind 7.
For CC1=C(C(=O)Nc2ccc(C)cn2)C(c2ccccc2C(F)(F)F)C2=C(CC(C)(C)CC2=O)N1 (stereo not drawn) the results were Pf apPOL block -4 and mHTT CaM bind 9.
`CC(C)(Oc1ccc(Cl)cc1)C(=O)Nc1ccccc1C(N)=O` gave Pf apPOL block -4 and mHTT CaM bind -5.
`CC(C)c1c(C(=O)NC2CC2)cnn1C` gave Pf apPOL block -1 and mHTT CaM bind -5.
Screening COc1ccccc1-c1coc2cc(OCC#N)ccc2c1=O returned Pf apPOL block -3 and mHTT CaM bind -2.
`CCC(=NCCc1c[nH]c2ccccc12)c1c(O)n(-c2cccc(F)c2)c(=O)[nH]c1=O` gave Pf apPOL block 2 and mHTT CaM bind -2.
Screening COc1cc(C2NC(=O)c3c(sc4c3CCN(C)C4)N2)cc(OC)c1OC (stereo not drawn) returned Pf apPOL block 1 and mHTT CaM bind 7.
For N=c1c(C(=O)NCc2ccco2)cc2c(=O)n3ccccc3nc2n1C1CCCCC1 the results were Pf apPOL block 9 and mHTT CaM bind 5.
Screening CCS(=O)(=O)N1CCC(C(=O)NCc2cccnc2)CC1 returned Pf apPOL block -11 and mHTT CaM bind -6.
COc1cc2c(cc1OC)C1C(C(=O)Nc3ccc(Cl)cn3)c3ccccc3C(=O)N1CC2 (stereo not drawn) was read as Pf apPOL block 15 and mHTT CaM bind 33.
For Cc1cccn2c(=O)c(NC(=O)c3ccc(F)cc3)cnc12 the results were Pf apPOL block -8 and mHTT CaM bind -11.
CN(C)c1ccc(NC(=O)c2oc(=O)c3ccccc3c2-c2ccccc2)cc1 was read as Pf apPOL block -2 and mHTT CaM bind 36.
Screening O=C(C1CCC1)N1CCCN(Cc2nc(-c3ccc(Cl)cc3)no2)CC1 returned Pf apPOL block -6 and mHTT CaM bind 17.
Screening CCN(CC)Cc1c(O)ccc2c(=O)c(-c3ccccc3)coc12 returned Pf apPOL block -2 and mHTT CaM bind 11.
Cc1ccsc1/C=C1\CC/C(=C\c2sccc2C)C1=O was read as Pf apPOL block -8 and mHTT CaM bind 26.
Cc1cc(C)cc(NC(=O)O[C@@H]2C[C@H]3C[C@@H]2[C@H]2CCCCN2[C@H]3Cc2ccccc2)c1 was read as Pf apPOL block -1 and mHTT CaM bind 13.
CC1(C)CC(=O)c2c(Cc3ccccc3)noc2C1 was read as Pf apPOL block 3 and mHTT CaM bind -11.
For CC12CC(NC(=O)N1c1ccc(Br)cc1)c1cc(Br)ccc1O2 (stereo not drawn) the results were Pf apPOL block -4 and mHTT CaM bind -1.
CCN1CCN(c2ncc3c(n2)CCN(Cc2ccc(Br)cc2)C3)CC1 was read as Pf apPOL block 2 and mHTT CaM bind 76*.
`CNCC(=O)NC12CC3CC(CC(C3)C1)C2` gave Pf apPOL block 0 and mHTT CaM bind -9.
Screening COc1ccc(OC)c(CNc2ncnc3c2nc2n3CCCC2)c1 returned Pf apPOL block 1 and mHTT CaM bind 1.
For Cc1ccccc1NC(=O)c1cccc(S(=O)(=O)NC2CCCCC2)c1 the results were Pf apPOL block -4 and mHTT CaM bind -5.
Screening CC(=O)c1ccc(NC(=O)CSc2nc3ccc(C)cc3[nH]2)cc1 returned Pf apPOL block 1 and mHTT CaM bind -4.
Screening Cc1ccc(NC(=O)c2c(F)c(F)c(F)c(F)c2F)c([N+](=O)[O-])c1 returned Pf apPOL block -1 and mHTT CaM bind 3.
`CN(Cc1ccccc1)C(=O)c1ccc(-c2ccc3c(c2)OCO3)s1` gave Pf apPOL block -4 and mHTT CaM bind -28.
CCc1ccc(CNC(=O)C2CCN(c3nnc(-c4ccccc4)o3)CC2)cc1 was read as Pf apPOL block -3 and mHTT CaM bind 1.
`O=C1CSC(c2cccc(C(F)(F)F)c2)N1c1ccccc1` (stereo not drawn) gave Pf apPOL block -2 and mHTT CaM bind 1.
`CN(C)C(=O)C1CCN(c2nc3ccc(-c4ccc(F)cc4)nc3s2)CC1` gave Pf apPOL block -9 and mHTT CaM bind 13.
Screening COc1ccc(-c2onc(C)c2C(=O)NCc2c(C)cccc2Cl)cc1 returned Pf apPOL block 0 and mHTT CaM bind 1.
Cc1c(N=Cc2ccc(N(C)C)c([N+](=O)[O-])c2)c(=O)n(-c2ccccc2)n1C was read as Pf apPOL block -2 and mHTT CaM bind 0.
`Cc1cccc2nnc(N3CCCC(C(=O)Nc4ccc5c(c4)OCCO5)C3)n12` (stereo not drawn) gave Pf apPOL block 1 and mHTT CaM bind 6.
CCCn1cnnc1C1CCCN(Cc2ccc3cc[nH]c3c2)C1 (stereo not drawn) was read as Pf apPOL block -2 and mHTT CaM bind 11.
Screening Cc1ccc(C(=O)CSc2nnnn2-c2ccccc2)c(C)c1 returned Pf apPOL block 2 and mHTT CaM bind -13.
COCCCNC(=O)c1cc2c(=O)n3ccccc3nc2n(CCN2CCOCC2)c1=N was read as Pf apPOL block -1 and mHTT CaM bind 7.

Continued; the last five above are carried over.
Cc1c(N=Cc2ccc(N(C)C)c([N+](=O)[O-])c2)c(=O)n(-c2ccccc2)n1C was read as Pf apPOL block -2 and mHTT CaM bind 0.
`Cc1cccc2nnc(N3CCCC(C(=O)Nc4ccc5c(c4)OCCO5)C3)n12` (stereo not drawn) gave Pf apPOL block 1 and mHTT CaM bind 6.
CCCn1cnnc1C1CCCN(Cc2ccc3cc[nH]c3c2)C1 (stereo not drawn) was read as Pf apPOL block -2 and mHTT CaM bind 11.
Screening Cc1ccc(C(=O)CSc2nnnn2-c2ccccc2)c(C)c1 returned Pf apPOL block 2 and mHTT CaM bind -13.
COCCCNC(=O)c1cc2c(=O)n3ccccc3nc2n(CCN2CCOCC2)c1=N was read as Pf apPOL block -1 and mHTT CaM bind 7.
O=C(Nc1cccc(C(=O)Nc2ccc(S(=O)(=O)O)c3cc(S(=O)(=O)O)cc(S(=O)(=O)O)c23)c1)Nc1cccc(C(=O)Nc2ccc(S(=O)(=O)O)c3cc(S(=O)(=O)O)cc(S(=O)(=O)O)c23)c1 was read as Pf apPOL block 27.
O=C1C(=O)N(Cc2cccc(C(F)(F)F)c2)c2ccccc21 was read as Pf apPOL block -5 and mHTT CaM bind 48.
For CCOC(=O)C(NCc1ccccn1)(NC(=O)c1cccnc1)C(F)(F)F (stereo not drawn) the results were Pf apPOL block 2.
For Cc1cc(C)c2c(N3CCCC3)nc(C(=O)N3CCCCC3)nc2n1 the results were Pf apPOL block -2 and mHTT CaM bind -5.
Screening COc1cc(Cl)c(C)cc1NC(=O)c1ccc(Cl)cc1 returned Pf apPOL block -3 and mHTT CaM bind -9.
CC(C)c1nc(-n2cccc2)sc1C(=O)NC1CC1 was read as Pf apPOL block -4 and mHTT CaM bind 1.
For COc1cc(NS(=O)(=O)c2ccc(NC(=O)c3ccccc3)cc2)nc(OC)n1 the results were Pf apPOL block 0&4 and mHTT CaM bind -1&-2.
Screening CC1(C)CC(=O)c2c(nn(-c3ccccn3)c2-c2ccc(F)cc2)C1 returned Pf apPOL block -7 and mHTT CaM bind -1.
Screening Cc1cccc(NC(=O)C(C)SCc2ccccc2)c1C (stereo not drawn) returned Pf apPOL block -1 and mHTT CaM bind -5.
For COc1ccc(C(=O)N2CCN(c3ccc(Cl)cc3)CC2)c(OC)c1 the results were Pf apPOL block 0 and mHTT CaM bind 20.
For CCCN1CCS(=O)(=O)N(Cc2cn(Cc3ccccc3)nn2)C(C(=O)OC)C1 (stereo not drawn) the results were Pf apPOL block 0 and mHTT CaM bind -3.
`CCc1nc(C)c2c(n1)N(Cc1cccc(C)c1)C(=O)CC2` gave Pf apPOL block 20 and mHTT CaM bind 4.
Screening Cc1nc2ccccn2c(=O)c1N returned Pf apPOL block -10 and mHTT CaM bind -5.
For CSCC[n+]1c(N)sc2cc(F)ccc21 the results were Pf apPOL block 1 and mHTT CaM bind -1.
Screening O=S(=O)(Nc1ccc(F)cc1)c1ccccc1 returned Pf apPOL block -11 and mHTT CaM bind -10.
Screening Nc1ccc(-c2cc(-c3cccc(N)c3)nc(-c3ccccc3)n2)cc1 returned Pf apPOL block 0 and mHTT CaM bind -4.
`CCNc1cc(N2CCCC(CCC(=O)NCc3ccccc3F)C2)ncn1` (stereo not drawn) gave Pf apPOL block 0 and mHTT CaM bind 5.
Screening CCc1onc(C)c1C1CCCN1Cc1ccc(C)cc1C (stereo not drawn) returned Pf apPOL block 0 and mHTT CaM bind -62.
`O=C(Nc1cccc(Cl)c1)Nc1nc(C(=O)N2CCc3ccccc32)cs1` gave Pf apPOL block -4 and mHTT CaM bind -2.
Screening CC(C)C(=O)NCC1(N2CCOCC2)CCCCC1 returned Pf apPOL block -2 and mHTT CaM bind -3.
CCN(CC)CCNC(=O)c1cn(C)c(=O)c2c1c1ccccc1n2C was read as Pf apPOL block -6 and mHTT CaM bind -2.
`CN(C)N1C(=O)c2ccccc2C1=O` gave Pf apPOL block -6 and mHTT CaM bind -15.
O=C(Nc1cccn2nc(C3CCC3)nc12)c1cccs1 was read as Pf apPOL block 0 and mHTT CaM bind -5.
